Bioassay records as filed in PubChem.
SENP1 inh – SENP1 (human) catalytic domain inhibition; inhibition, % at 10 µM; Q9P0U3; hit rate 0.21% among 360,000; recombinant SENP1 catalytic domain, CyPet-SUMO1-YPet FRET cleavage;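 active = inhibition at least 30% at 10 µM, raw YFP signal under a set limit, fluorescence ratio 0.5 to 1.5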;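 note: 0% = enzyme with DMSO and 100% = no enzyme wells; some results filed as inactive read as strong as hits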
Target sequence (Q9P0U3 419-644 limits assumed): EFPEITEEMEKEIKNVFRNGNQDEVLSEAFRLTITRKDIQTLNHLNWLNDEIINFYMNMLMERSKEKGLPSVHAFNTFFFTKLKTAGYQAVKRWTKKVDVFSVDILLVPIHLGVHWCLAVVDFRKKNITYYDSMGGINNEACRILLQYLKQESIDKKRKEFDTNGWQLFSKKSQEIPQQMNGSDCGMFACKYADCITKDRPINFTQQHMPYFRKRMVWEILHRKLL
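Assay system: hSENP1 catalytic domain, recombinant. Amount: SENP1 enzyme, 20 pM final. Schedule: 50 min reaction, RT, dark. Technique: FRET, CFP and YFP emission. Control set: no-enzyme wells low, DMSO-plus-enzyme wells high control.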
ATG4B inh – blocks human ATG4B protease cleavage of LC3 substrate; Q9Y4P1; ATG4B cleavage of LC3-PLA2, NBD-HPC fluorescence, 1 h; inhibition, % at 8.33 µM; hit rate 0.51% among 340,000; in the data active = inhibition above about 40%
GRIN3A LBD mod – NR3A (human) ligand-binding domain modulation | hit rate 2.5% among 340,000 | NR3A LBD differential scanning fluorimetry, Tm shift; 0% = protein alone, 100% = glycine-bound protein | Tm shift relative to glycine control, % at 25 µM;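 active = melting temperature shift of at least 10% of the positive control shift, at one fixed dose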
PfG6PD inh – PfG6PD (Plasmodium falciparum) enzyme inhibition; inhibition, % at 20 µM; PfGluPho enzyme, NADPH resazurin-diaphorase fluorescence; hit rate 0.78% among 350,000;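 active = inhibition reaching at least a set limit at 20 µM in the primary screen, cut at about 59% in these data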;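 note: 0% = DMSO wells with substrate and 100% = DMSO wells lacking glucose-6-phosphate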
MPTP inh – blocks calcium-induced mitochondrial swelling; isolated mouse mitochondria, Ca2+ swelling absorbance, 30 min; inhibition, % at 10 µM; hit rate 1.4% among 360,000; AID 602449;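 active = inhibition of 50% or more, scaled per plate between neutral and stimulator controls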;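 note: 0% = DMSO wells given calcium and 100% = 1 mM EGTA wells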
SENP6 block – SENP6 protease inhibition. Q9GZR1. Recombinant SENP6 catalytic domain, aminoluciferin luminescence. inhibition, % at 10 µM. hit rate 1.8% among 330,000. AID 2599;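 active = inhibition above about 50% at the single tested dose, limit read from the data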;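 note: plate controls were DMSO wells with enzyme for no effect and DMSO wells lacking enzyme for full effect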
Target sequence (Q9GZR1 628-1112 limits assumed): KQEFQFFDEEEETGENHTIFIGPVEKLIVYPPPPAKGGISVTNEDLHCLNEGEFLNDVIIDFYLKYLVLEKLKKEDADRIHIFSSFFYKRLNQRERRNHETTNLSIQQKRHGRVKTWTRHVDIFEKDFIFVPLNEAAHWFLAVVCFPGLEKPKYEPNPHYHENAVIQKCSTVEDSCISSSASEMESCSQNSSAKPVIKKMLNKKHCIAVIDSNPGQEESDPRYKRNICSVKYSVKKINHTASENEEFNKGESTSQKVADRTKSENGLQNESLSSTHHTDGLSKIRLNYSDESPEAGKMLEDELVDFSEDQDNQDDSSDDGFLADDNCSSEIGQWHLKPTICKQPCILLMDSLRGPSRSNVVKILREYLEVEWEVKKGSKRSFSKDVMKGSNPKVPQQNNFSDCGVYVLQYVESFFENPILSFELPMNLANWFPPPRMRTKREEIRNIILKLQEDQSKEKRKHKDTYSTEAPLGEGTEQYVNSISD
hIAP activ – human IAP activation; purified human IAP, CDP-Star luminescence, 30 min; hits give high values; 1 = vehicle-only enzyme, 0 = enzyme-free background; AID 2524; activation factor at 10 µM; hit rate 0.16% among 330,000;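 active = activation factor of the enzyme at least 2-fold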; note: the source names both 10 and 20 µM as test concentration; values of inactives mirror those of a sister screen read the other way
SENP8 block – blocks human SENP8 cleavage of Nedd8 substrate. Q96LD8. recombinant SENP8, Nedd8 substrate fluorescence. inhibition, % at 20 µM. hit rate 0.64% among 360,000; in the data active = inhibition mostly above about 40%, no sharp cut-off; inactive = mostly below about 27%
Target sequence (Q96LD8 whole entry, looked up): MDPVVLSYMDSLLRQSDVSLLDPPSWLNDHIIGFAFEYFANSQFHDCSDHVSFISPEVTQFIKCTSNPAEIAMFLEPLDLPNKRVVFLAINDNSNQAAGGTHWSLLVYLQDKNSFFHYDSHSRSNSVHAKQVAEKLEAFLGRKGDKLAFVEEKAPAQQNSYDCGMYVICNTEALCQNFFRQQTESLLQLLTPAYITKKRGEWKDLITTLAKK
An asterisk follows results filed as active; . = no result given.

#1 COc1ccc(C=C2OC(=O)C(C(C)=O)=C2O)cc1
#2 O=C(Nc1cccc(NC(=O)c2ccc(Br)cc2)c1)c1ccccc1
#3 CC(O)C(=O)N/N=C/c1cccc(Cl)c1Cl (stereo not given)
#4 CCOC(=O)C1CCCN(C(=O)COc2ccc(S(=O)(=O)N3CCOCC3)cc2)C1 (stereo not given)
#5 Nc1cc(=O)c2[nH]cnc2[nH]1

entry no.,1,2,3,4,5
SENP6 block,.,-19,-5,-19,.
SENP8 block,-410,20,14,9,22
PfG6PD inh,-23,-1,2,-1,9
MPTP inh,0.0,1.7,0.7,0.0,-1.2
ATG4B inh,.,0,-15,1,.
hIAP activ,.,1,1.4,1.1,.
GRIN3A LBD mod,.,-6,-2,-1,.
SENP1 inh,-6,0,0,1,2

#6 CCCN(Cc1cc2ccc(C)cc2[nH]c1=O)S(=O)(=O)c1ccccc1
#7 COCCNC(=S)N1CCC(C(=O)c2ccc3c(c2)OCCO3)CC1
#8 CCCCCCNC(=O)C(C#N)c1nc2ccccc2nc1N1CCOCC1 (stereo not given)
#9 COc1ccc(Nc2nc3ccc(C)cn3c(=O)c2/C=N/O)cc1
#10 O=C(COC(=O)/C=C/c1ccc(OC(F)F)cc1)NC1CCCCCC1

entry no.,6,7,8,9,10
SENP6 block,-5,-14,-8,-10,-17
SENP8 block,-40,-2,-69,19,4
PfG6PD inh,-5,13,11,-19,2
MPTP inh,-1.5,-0.8,1.7,-0.6,-1.0
ATG4B inh,-21,-5,0,-9,0
hIAP activ,1,0.92,0.77,1.1,1
GRIN3A LBD mod,-1,-1,-4,-3,-1
SENP1 inh,0,0,-18,1,0

#11 CSCCC(NC(=O)c1cc(S(=O)(=O)N2CCOCC2)ccc1F)c1nc2ccccc2[nH]1 (stereo not given)
#12 O=C(Cc1ccc(Cl)cc1)Nc1ccc2oc(=O)ccc2c1
#13 CCOCCCNC(=O)CSc1nc2nc(C)c(Cc3ccccc3)c(C)n2n1
#14 O=C(NCc1nc2ccccc2[nH]1)C1=C[C@H](C2CCCCC2)C[C@H](OCc2ccc(CO)cc2)O1
#15 CCOC(=O)c1cc(-c2ccccc2)sc1NC(=O)COC

entry no.,11,12,13,14,15
SENP6 block,-17,-15,-2,-1,-30
SENP8 block,-2,-375,16,10,-114
PfG6PD inh,3,12,2,4,19
MPTP inh,1.1,10,1.9,13,3.6
ATG4B inh,-13,-5,-4,-10,-23
hIAP activ,1.1,1,1.1,1.2,1
GRIN3A LBD mod,0,0,-1,-2,1
SENP1 inh,-2,4,-3,1,-2

#16 COc1cccc(N2CCN(S(=O)(=O)c3cn(C)cn3)CC2)c1
#17 CCCn1c(CCc2ccccc2)nnc1SCC(=O)N1CCCC1
#18 CN(C(=O)COC(=O)c1nc(Cl)c(Cl)c(Cl)c1Cl)C1CCS(=O)(=O)C1 (stereo not given)
#19 CCOC(=O)/C=C1\SCC(=O)N1CC(O)CN1C(=O)CS/C1=C/C(=O)OCC (stereo not given)
#20 Cc1ccc(CN(C(=O)CNC(=O)c2cccs2)C(C(=O)NCC2CCCO2)c2ccccc2)cc1 (stereo not given)

entry no.,16,17,18,19,20
SENP6 block,-6,-4,.,.,0
SENP8 block,19,20,0,15,14
PfG6PD inh,-14,-4,11,-13,-2
MPTP inh,-0.2,-3.4,-1.4,0.7,1.4
ATG4B inh,7,0,5,-4,-8
hIAP activ,0.92,0.89,.,.,1
GRIN3A LBD mod,-1,0,-1,1,0
SENP1 inh,3,1,0,2,1

#21 C=C1C(C(=O)N2CCN(C)CC2)C1C(=O)N1CCN(C)CC1 (stereo not given)
#22 OC(CN1CCCCC1)c1ccc2c3c(cccc13)CC2 (stereo not given)
#23 Cc1ccc(S(=O)(=O)N2CCCN(C(=O)OC(C)(C)C)CC2)cc1
#24 CCn1c(C(=O)N2CCCC(C(=O)NCCc3ccc(C)cc3)C2)cc2sccc21 (stereo not given)
#25 COc1ccc(OCCc2nnc(N)s2)cc1

entry no.,21,22,23,24,25
SENP6 block,-3,.,1,3,2
SENP8 block,7,8,-1,-2,6
PfG6PD inh,-6,16,-2,-9,6
MPTP inh,0.5,0.3,2.9,2.3,-0.5
ATG4B inh,-1,-8,-5,-1,-7
hIAP activ,1.2,.,0.73,0.92,1
GRIN3A LBD mod,9,2,4,3,0
SENP1 inh,-11,1,0,-6,3

#26 O=C(O)c1cccc(Nc2ncnc3ccc(Br)cc23)c1
#27 CC1=NN(C(=O)c2ccc(C)cc2)C(O)(C(F)(F)OC(F)(F)F)C1 (stereo not given)
#28 O=C(NCCc1ccccc1)C1(c2ccccc2)CC1(Cl)Cl (stereo not given)
#29 CCc1cccc2c(C(=O)CN3C(=O)N(C)C4(CCCCC4)C3=O)c[nH]c12
#30 CC1CCN(CCCNC(=O)C2CCC(=O)N2C2CCCC2)CC1 (stereo not given)

entry no.,26,27,28,29,30
SENP6 block,10,4,3,17,-8
SENP8 block,-42,11,8,12,6
PfG6PD inh,9,-4,-12,6,-4
MPTP inh,1.7,20,2.8,0.1,-0.9
ATG4B inh,-2,-13,-4,-35,-2
hIAP activ,1.1,0.88,0.93,1,1.1
GRIN3A LBD mod,-3,-2,-2,-1,0
SENP1 inh,1,2,0,-3,3

#31 COc1ccc(NC(=O)COC(=O)C2CC(=O)N(c3ccc(C)cc3)C2)cc1 (stereo not given)
#32 NC1=NC2(CCCCC2)N(c2cccc(Cl)c2)C(N)=N1
#33 S=C(Nc1ccc2c(c1)OCO2)NC1CCN(Cc2ccccc2)CC1
#34 COc1ccc(CN2CCN(C(C)C)C(CCO)C2)cc1Cn1cncn1 (stereo not given)
#35 C#CCn1c(=NC(=O)c2cc(-c3cccs3)nc3ccccc23)sc2cc(S(N)(=O)=O)ccc21

entry no.,31,32,33,34,35
SENP6 block,-26,2,-5,19,-2
SENP8 block,5,8,5,15,-284
PfG6PD inh,-12,1,10,0,-8
MPTP inh,1.3,-0.1,-1.4,-1.2,2.3
ATG4B inh,-7,-1,-12,2,10
hIAP activ,1.1,1.1,0.92,1,0.91
GRIN3A LBD mod,-4,-3,-1,-1,15*
SENP1 inh,-3,6,-9,1,-31

#36 COc1ccccc1C(=O)NC(=O)COC(=O)c1ccc(Cl)nc1
#37 COc1ccccc1N(C)S(=O)(=O)c1ccc(Cl)c(C(=O)Nc2cccc(C)n2)c1
#38 CCc1cc2c(C)ccc(C)c2nc1SCC(=O)Nc1c(C)[nH]c(=O)[nH]c1=O
#39 CCCCCOCC1CC(C/C(C)=N/Nc2nc(-c3ccccc3)cs2)C(=O)O1 (stereo not given)
#40 CCC(C)Nc1nc(N)c([N+](=O)[O-])c(NCCO)n1 (stereo not given)

entry no.,36,37,38,39,40
SENP6 block,-10,13,-10,-6,-1
SENP8 block,6,-4,14,-26,18
PfG6PD inh,-11,12,-13,14,3
MPTP inh,-1.0,-0.3,1.2,-8.6,1.8
ATG4B inh,-2,-2,3,0,-9
hIAP activ,1.1,1,0.99,1.1,1
GRIN3A LBD mod,1,-3,-13,-1,2
SENP1 inh,1,0,-2,49,0

#41 COCCN(C(=O)c1ccccc1)c1nnc(-c2cccnc2)s1
#42 N#CCOC(=O)/C=C/c1ccc2c(c1)OCO2
#43 O=C(Nc1cc(S(=O)(=O)N2CCCCCC2)ccc1OCC(F)(F)F)C1CCC1
#44 O=C(Nc1ccc2ccccc2c1)N1CCCN(CCOc2ccccc2)CC1
#45 CCc1ccc(C(=O)NNC(=O)CN2C(=O)NC(CC)(c3ccccc3)C2=O)cc1 (stereo not given)

entry no.,41,42,43,44,45
SENP6 block,-8,-32,5,-10,-19
SENP8 block,13,-410,-4,-138,6
PfG6PD inh,-12,3,-10,-10,-8
MPTP inh,-2.0,-1.9,0.3,3.4,-2.6
ATG4B inh,-15,-17,10,-5,-1
hIAP activ,1.1,1,0.8,0.85,1.3
GRIN3A LBD mod,-1,0,1,-1,1
SENP1 inh,1,0,-1,0,0

#46 COc1ccc(NC(=O)Cc2cccs2)cc1S(=O)(=O)N1CCCCC1
#47 CC(=O)C1=C(O)C(=O)N(Cc2ccccc2)C1c1ccc([N+](=O)[O-])cc1 (stereo not given)
#48 O=C(CN1CCN(C(=O)C2COc3ccccc3O2)CC1)Nc1ccccc1 (stereo not given)
#49 COc1cc(=O)[nH]c(SC(C)C(=O)Nc2cccc3ccccc23)n1 (stereo not given)
#50 S=C1NCCN1CC1CCN(CCC23CC4CC(CC(C4)C2)C3)CC1

entry no.,46,47,48,49,50
SENP6 block,-7,-31,-4,-19,.
SENP8 block,12,18,9,3,11
PfG6PD inh,-13,.,0,1,12
MPTP inh,-2.0,0.5,2.0,0.0,-0.3
ATG4B inh,2,.,-4,0,.
hIAP activ,1,1.3,0.6,1,.
GRIN3A LBD mod,2,.,-1,-4,3
SENP1 inh,0,2,-1,-2,1

#51 O=C(NC1(c2ccccc2)CC1)C1CCC(=O)N(Cc2ccc(Cl)cc2)C1 (stereo not given)
#52 CC1(C(=O)N/N=C/c2c(F)c(F)c(F)c(F)c2F)CC1(Cl)Cl (stereo not given)
#53 Cc1csc(NC(=O)CSc2nnc(Cn3c(=O)sc4ccccc43)n2-c2ccccc2)n1
#54 CCc1c(C)c(C#N)c2[nH]c3ccccc3n2c1=S
#55 CCOc1nc(-c2ccc(OC)cc2)ccc1-c1noc(C)n1
#56 CSc1nsc(SCC(=O)Nc2ccc(O)c(C(=O)O)c2)n1
#57 COc1cc2c(cc1OC)-c1cc(Nc3ccc(N(C)C)cc3)nc(=O)n1CC2

entry no.,51,52,53,54,55,56,57
SENP6 block,7,-21,-9,47,7,-3,-8
SENP8 block,1,19,16,-184,-314,-144,-264
PfG6PD inh,-1,-3,45,22,18,-37,17
MPTP inh,-1.5,4.4,-1.7,90*,0.1,-0.8,-0.6
ATG4B inh,-3,7,7,-1,-3,21,-15
hIAP activ,0.97,1.1,0.84,1,0.91,1.2,1
GRIN3A LBD mod,0,1,-2,11*,25*,0,-2
SENP1 inh,1,4,2,-29,-119,-8,-35

Molecules from the list above that contain a Cl atom (9):
#3 CC(O)C(=O)N/N=C/c1cccc(Cl)c1Cl (stereo not given)
#12 O=C(Cc1ccc(Cl)cc1)Nc1ccc2oc(=O)ccc2c1
#18 CN(C(=O)COC(=O)c1nc(Cl)c(Cl)c(Cl)c1Cl)C1CCS(=O)(=O)C1 (stereo not given)
#28 O=C(NCCc1ccccc1)C1(c2ccccc2)CC1(Cl)Cl (stereo not given)
#32 NC1=NC2(CCCCC2)N(c2cccc(Cl)c2)C(N)=N1
#36 COc1ccccc1C(=O)NC(=O)COC(=O)c1ccc(Cl)nc1
#37 COc1ccccc1N(C)S(=O)(=O)c1ccc(Cl)c(C(=O)Nc2cccc(C)n2)c1

entry no.,3,12,18,28,32,36,37
SENP6 block,-5,-15,.,3,2,-10,13
SENP8 block,14,-375,0,8,8,6,-4
PfG6PD inh,2,12,11,-12,1,-11,12
MPTP inh,0.7,10,-1.4,2.8,-0.1,-1.0,-0.3
ATG4B inh,-15,-5,5,-4,-1,-2,-2
hIAP activ,1.4,1,.,0.93,1.1,1.1,1
GRIN3A LBD mod,-2,0,-1,-2,-3,1,-3
SENP1 inh,0,4,0,0,6,1,0

#51 O=C(NC1(c2ccccc2)CC1)C1CCC(=O)N(Cc2ccc(Cl)cc2)C1 (stereo not given)
#52 CC1(C(=O)N/N=C/c2c(F)c(F)c(F)c(F)c2F)CC1(Cl)Cl (stereo not given)

entry no.,51,52
SENP6 block,7,-21
SENP8 block,1,19
PfG6PD inh,-1,-3
MPTP inh,-1.5,4.4
ATG4B inh,-3,7
hIAP activ,0.97,1.1
GRIN3A LBD mod,0,1
SENP1 inh,1,4
